High-throughput results: PubChem, several laboratories
PhoP inhibition: inhibitors of PhoP regulon expression, primary screen, Salmonella Typhimurium, GFP reporter (AID 1863) | hit rate 0.16% among 300,000 | S. Typhimurium PhoP-regulated promoter GFP reporter, 4 h; higher % means a stronger effect | inhibition, % at 50 µM, or IC50 in µM where a hit was titrated;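 active means inhibition over 29.93%, a cutoff 3 SD above the screen mean, later confirmed by dose response; inconclusive means inhibition over 29.93% but no dose response follow-up; inactive means inhibition at most 29.93% or unconfirmed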;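 further: 0% = low Mg2+ inducing control and 100% = high Mg2+ repressing control; strong numbers were not always called active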
b-catenin transl: modulators of beta-catenin nuclear translocation, primary screen, imaging, HeLa cells, immunofluorescence, high-content. nuclear translocation activity, % at 5 µM. AID 1665, 2009. hit rate 0.3% among 190,000;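 active means nuclear translocation activity above 50% at 5 µM, with a well cell count of 50 or more; inconclusive means wells under 50 cells across six images, flagged as toxic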;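 further: per-cell ratio of nuclear to cytoplasmic median beta-catenin stain intensity; plate controls were DMSO negative control for no effect and GSK-3 inhibitor IX positive control for full effect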
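Test system: human HeLa cell line; Doses: 5 µM primary, 0.02–20 µM confirmation; Incubation: 24 h compound exposure, 37°C; Detection: beta-catenin immunofluorescence imaging with DAPI; Read-out: beta-catenin nuclear/cytoplasmic ratio, % activation.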
T cell HTS: modulators of CD8 T cell-vesicle binding, primary screen, mouse 2C CD8+ T cells, flow cytometry; 2C CD8+ T cell-vesicle binding; active compounds read low; calls only at 7 µM; hit rate 0.068% among 330,000;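 active means response, share of CD8 T cells binding vesicles, and their 90th percentile fluorescence all below set limits, cut at about 80% in these data, passing the limit was not always enough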
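material = purified 2C TCR transgenic mouse naive CD8+ T cells | controls = Unloaded micro-vesicles (low), QL9 vesicles with 0.7% DMSO (high) | detection = cytometric PE anti-B7-1 and Alexa647 anti-CD8 signals after 1% paraformaldehyde fixation | incubation = binding step 1.5 h, 37 °C, antibody labelling 20 min, ice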
West Nile antiviral: West Nile virus antiviral activity, cell-based, CPE readout (AID 1621). West Nile virus-infected cells, CPE inhibition; higher % means a stronger effect. CPE inhibition, % at 10 µM; hits with a dose series show IC50 in µM. hit rate 0.02% among 290,000; in the data active means a potency from the dose series; inconclusive means CPE inhibition mostly from about 3.7% at the one dose, without a potency; inactive means the rest, 99 in 100 with CPE inhibition below about 2.2%; further: strong numbers were not always called active
WT yeast gro inh: growth inhibition of WT strain, primary screen, mitochondrial fusion inhibitor project, WT and mutant strains, chemical genetic; mitochondrial fusion phenotypic screen; inhibition, % at 10 µM; hit rate 2.1% among 190,000; in the data active means inhibition above about 58%; tested in S. cerevisiae
Myeloid diff MLP: induction of myeloid progenitor differentiation, primary screen, cell-based, flow cytometry, MLPCN library; ER-HoxA9 myeloid progenitors, lysozyme-GFP differentiation; calls only at 10 µM; hit rate 1% among 360,000; AID 624256, 2012;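 active means normalized GFP-positive differentiation at or above the plate's own cutoff, the solvent-only control mean plus 3 SD; inconclusive means no clear call, values can overlap the other calls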;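 further: cells exposed to compound for four days before flow analysis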
SV40 large T antigen: SV40 large T antigen inhibitors, biochemical (AID 1903); SV40 large T antigen ATPase/helicase inhibition assay; higher % means a stronger effect; inhibition, % at 20 µM, or IC50 in µM where a hit was titrated; hit rate 0.39% among 310,000; in the data active means a potency from the dose series; inconclusive means inhibition mostly from about 32% at the one dose, without a potency; inactive means the rest, 99 in 100 with inhibition below about 32%; further: strong numbers were not always called active
RSV antiviral HEp-2: RSV antiviral activity via CPE protection, HEp-2 cells, primary 10 µM value included (AID 2391) | CPE inhibition, % at 10 µM, or IC50 in µM where a hit was titrated | HEp-2 cells, RSV-induced CPE inhibition; higher % means a stronger effect | hit rate 0.13% among 310,000; in the data active means a potency from the dose series; inconclusive means CPE inhibition mostly from about 23% at the one dose, without a potency; inactive means the rest, 99 in 100 with CPE inhibition below about 21%; further: strong numbers were not always called active
MgcRacGAP inhibition: MgcRacGAP GTPase-activating activity inhibitors, confirmation, biochemical, ADP Hunter fluorescence; Rac GTPase-activating protein 1 (Homo sapiens); MgcRacGAP-stimulated Rac1 GTP hydrolysis, ADP Hunter fluorescence; higher % means a stronger effect; GST-tagged Rac1 F28L mutant substrate; inhibition, % at 30 µM; hits with a dose series show IC50 in µM; hit rate 0.6% among 340,000;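 active means first-screen hits whose inhibition reached a set limit at any dose in the follow-up dose series; inconclusive means inhibition above the set first-screen limit but never retested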;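 further: fluorescence reports GDP produced by GAP-driven GTP hydrolysis; strong numbers were not always called active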
WT yeast gro inh mutant strain: further read-out of WT yeast gro inh, marked with its call; inhibition, %; mitochondrial fusion phenotypic screen, mutant strain inhibition
b-catenin transl cell count 5 µM: recorded beside b-catenin transl, whose call it bears; cell count; measured here: cell count, cytotoxicity flag
T cell HTS vesicle-bound %: also measured in T cell HTS; calls as there; double positive events, %; measured here: CD8+ vesicle-bound cell fraction;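 binding gate set so that unloaded-vesicle control wells show 10% double positive cells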
Myeloid diff MLP GFP+ MAC1+ %: also measured in Myeloid diff MLP; calls as there; GFP+ MAC1+ double positive, %; measured here: differentiation confirmed by MAC1 staining
* = called active by the depositor; i = inactive; ? = inconclusive; . = not tested or not shown.

SMILES	PhoP inhibition	b-catenin transl	b-catenin transl cell count 5 µM	T cell HTS	T cell HTS vesicle-bound %	West Nile antiviral	WT yeast gro inh	WT yeast gro inh mutant strain	Myeloid diff MLP	Myeloid diff MLP GFP+ MAC1+ %	SV40 large T antigen	RSV antiviral HEp-2	MgcRacGAP inhibition
CCC(=O)N1CCc2cc(S(=O)(=O)NC(C(=O)N3CCN(c4ccc(F)cc4)CC3)C(C)C)ccc21 (stereo unspecified)	-6%	.	.	i	36	-0.2%	.	.	i	4.4	13%	0.2%	5%
CCOC(=O)c1c(NC(=O)CCC(=O)O)sc2c1CC(C)(C)OC2	5%	0.4	1580	i	56	0.4%	-4	-1	i	0.3	24%	1.9%	0%
O=C(N/N=C/c1cccnc1)c1ccccc1Cl	5%	.	.	i	29	0.0%	.	.	i	0.9	10%	1.1%	4%
CS(=O)(=O)Nc1ccc(C(=O)N2CCCCC2)cc1	1%	0.1	1052	i	33	-0.1%	11	12	i	9.2	0%	-0.4%	-11%
COc1ccc(NC(=O)C2CCCN2C(=O)OC(C)(C)C)cc1 (stereo unspecified)	.	1.6	950	i	59	-0.2%	-4	-4	i	0.2	.	0.2%	5%
Cc1cccc(C)c1NC(=O)c1sc(N)nc1-c1ccccc1	3%	-2.8	1071	i	38	0.1%	-8	-1	i	0.2	6%	0.0%	-8%
CSc1ccccc1C(=O)N1CCCC(CNC(=O)c2ccc(F)cc2)C1 (stereo unspecified)	-6%	.	.	i	25	-0.3%	.	.	i	5.0	-2%	0.8%	10%
COc1ccc(/C=C/C(=O)c2c(C)nc3ccccn23)cc1	-12%	0.8	1459	i	54	-0.3%	8	9	i	0.6	2%	2.9%	8%
CNC(=O)c1cc(C)c(-c2ccccc2)s1	2%	0.1	1053	i	51	2.6%	-4	6	i	2.8	7%	2.6%	-1%
COC(=O)c1sccc1NC(=O)CSc1cc(Cl)ccc1Cl	25%	.	.	i	52	0.4%	-8	3	i	1.8	-1%	?	3%
COC(=O)c1cccc(S(=O)(=O)N2CCC(NC(=O)NC34CC5CC(CC(C5)C3)C4)CC2)c1	14%	-4.0	890	i	53	.	12	2	i	2.8	17%	2.6%	2%
CCCCC1=CC2=CC(=O)C(C)(OC(=O)CC)C(=O)C2=CN1Cc1ccco1 (stereo unspecified)	-8%	2.3	1072	i	36	-0.5%	.	.	i	1.6	35%	-0.7%	7%

Complete entries, quoted from the list. Screens in order: PhoP inhibition, b-catenin transl, b-catenin transl cell count 5 µM, T cell HTS, T cell HTS vesicle-bound %, West Nile antiviral, WT yeast gro inh, WT yeast gro inh mutant strain, Myeloid diff MLP, Myeloid diff MLP GFP+ MAC1+ %, SV40 large T antigen, RSV antiviral HEp-2, MgcRacGAP inhibition
Entry for CCOC(=O)c1c(NC(=O)CCC(=O)O)sc2c1CC(C)(C)OC2 : 5%, 0.4, 1580, i, 56, 0.4%, -4, -1, i, 0.3, 24%, 1.9%, 0%
Entry for COC(=O)c1sccc1NC(=O)CSc1cc(Cl)ccc1Cl : 25%, ., ., i, 52, 0.4%, -8, 3, i, 1.8, -1%, ?, 3%

Other entries
SMILES	PhoP inhibition	b-catenin transl	b-catenin transl cell count 5 µM	T cell HTS	T cell HTS vesicle-bound %	West Nile antiviral	WT yeast gro inh	WT yeast gro inh mutant strain	Myeloid diff MLP	Myeloid diff MLP GFP+ MAC1+ %	SV40 large T antigen	RSV antiviral HEp-2	MgcRacGAP inhibition
Cn1c(N)c(C(=O)COC(=O)c2cc(S(=O)(=O)N3CCCCC3)ccc2Cl)c(=O)n(C)c1=O	-5%	0.3	563	i	35	0.0%	-10	-20	i	0.5	9%	3.5%	9%
CCOc1ccc(S(=O)(=O)Nc2ccccc2C(=O)NCc2ccco2)cc1	7%	-4.3	835	i	40	0.0%	10	5	i	1.0	10%	0.5%	14%
CN(C)/C=N/c1nc2nccc(-c3cccs3)n2n1	4%	-1.1	1068	i	54	0.6%	12	4	i	0.3	4%	-1.9%	6%
C1CCN=C(Nc2nc3c(s2)CCCC3)CC1	0%	-2.0	1121	i	62	0.0%	62*	2.2*	i	6.7	9%	2.0%	9%
O=c1c2c([nH]c3ccccc13)C(=C1CCCC1)CC2	0%	-0.3	969	i	39	0.4%	14	28	i	0.9	38%	-1.0%	24%
Cc1ccc(-n2c(=O)[nH]c3c(oc4ccccc43)c2=O)cc1	-6%	0.4	1047	i	37	-0.2%	3	33	i	0.3	9%	-0.1%	4%
CC1CN(C)CCC1OC(=O)c1ccccc1 (stereo unspecified)	12%	.	.	i	51	0.0%	.	.	i	1.3	8%	0.2%	9%
Cc1[nH]nc2c1C(c1ccc(-c3ccccc3C#N)o1)C(C#N)=C(N)O2 (stereo unspecified)	-10%	1.2	1106	i	5	-0.5%	6	23	i	6.0	25%	2.5%	11%
CCOC(=O)CC(=O)Nc1nnc(C(C)C)s1	-4%	-0.8	858	i	38	-0.7%	-4	-5	i	0.6	24%	1.7%	11%
CCc1cccc2c1NC1(CCCC1)CC2C (stereo unspecified)	.	-0.1	1285	i	21	-0.1%	.	.	i	0.1	8%	2.5%	2%
O=C(Nc1nc2ccccc2n1Cc1ccccc1)c1ccc(COc2ccccc2[N+](=O)[O-])o1	13%	.	.	i	16	?	-9	-23	i	6.3	10%	2.4%	2%
Nc1ccc(Oc2ccc(F)cc2)nc1	-6%	-0.2	1289	i	44	-0.1%	.	.	i	0.6	2%	2.0%	10%
COc1cc2c(cc1OC)C1=C(C#N)COCN1CC2	-6%	-0.6	924	i	54	0.4%	14	-3	i	0.4	23%	3.5%	11%
Cc1ccccc1C(=O)N1CCC(C(=O)N(C)CCOc2ccccc2)CC1	4%	.	.	i	8	-0.4%	.	.	i	0.9	16%	2.1%	4%
N#Cc1ccc(CSc2nnc(NC(=O)C3CCCO3)s2)cc1 (stereo unspecified)	4%	-1.6	1082	i	11	-0.8%	-8	6	i	0.6	-6%	0.5%	-5%
O=c1nc(Nc2ccc(Br)cc2)sc2ccc([N+](=O)[O-])cc12	-12%	-0.3	1236	i	14	0.1%	.	.	i	0.2	7%	0.7%	6%
O=C(Oc1ccc(NC2=NS(=O)(=O)c3ccccc32)cc1)c1cccnc1	8%	0.6	956	i	61	-0.6%	9	37	i	0.2	11%	-0.3%	17%
C=CCN(CC(=O)O)S(=O)(=O)c1ccccc1C(F)(F)F	2%	1.6	915	i	45	-0.4%	-9	2	i	0.2	6%	7.9%	4%
CCC(=O)Nc1ccc(C(=O)OCC(=O)c2ccc(C)c([N+](=O)[O-])c2)cc1	-2%	2.6	1358	i	48	-0.8%	19	3	i	1.0	5%	50%	0%
CCOc1ccc(NC(=O)CSc2nc3[nH]ncc3c(=O)[nH]2)cc1	-10%	.	.	i	25	.	.	.	i	1.5	-2%	1.9%	7%
O=C(OCCCOC(=O)c1ccccc1O)c1ccccc1O	0%	.	.	i	19	-0.6%	.	.	.	.	15%	1.9%	.
COc1ccc(NS(=O)(=O)c2cc(NC(=O)c3nn(C)c(=O)c4ccccc34)ccc2OC)cc1	-1%	3.7	1004	i	48	-0.7%	5	0	i	0.2	-2%	-1.8%	-1%
COc1ccc(OC)c(CCNC(=O)c2ccc(CS(=O)Cc3cccc(Cl)c3)o2)c1 (stereo unspecified)	-9%	.	.	i	41	-0.1%	.	.	i	3.0	4%	3.0%	1%
O=C(Nc1ccc2ccccc2n1)c1ccccc1Cl	-10%	.	.	i	40	0.2%	.	.	i	0.6	9%	3.7%	2%
Cc1cc(-c2nnc(CCC(=O)NCc3cc(F)cc(C(F)(F)F)c3)o2)no1	6%	.	.	i	16	-0.8%	.	.	i	0.4	4%	1.2%	4%
CCCNC(=S)Nc1ccc(S(N)(=O)=O)cc1	-12%	-3.1	1067	i	47	0.0%	22	7	i	0.2	9%	1.4%	.
COc1ccc(CCNC(=O)/C=C/C(=O)O)cc1	-7%	-0.1	1354	i	25	-0.6%	-6	2	i	0.1	6%	0.0%	-16%
Cc1cc(C)cc(NC(=O)c2cc(=O)c3ccccc3o2)c1	1%	-0.1	1131	i	36	-0.3%	4	-9	i	0.1	-10%	-0.4%	2%
N#CCC(CNc1ncc(C(F)(F)F)cc1Cl)OC(=O)c1ccc(Cl)cc1 (stereo unspecified)	-1%	0.2	1351	i	47	-0.2%	17	9	i	6.7	13%	3.6%	1%
CS(=O)(=O)N1CCN(CC(=O)NC2CCCCC2)CC1	.	0.5	1026	i	6	0.1%	-7	0	i	0.2	.	-0.9%	4%
COc1cc(CNc2ccc(CNc3ncn[nH]3)cc2)ccc1OCC(=O)NC(C)(C)C	38%	-0.7	992	i	37	0.1%	18	4	i	1.2	6%	0.7%	5%
O=C(COC(=O)/C=C/c1cnc2ccccc2n1)NCC(F)(F)F	1%	-1.1	1201	i	10	-0.4%	-2	5	i	0.8	8%	-0.4%	1%
CCCCOc1ccc(NC(=O)CSc2cccc3cccnc23)cc1	-10%	0.6	1145	i	57	-1.0%	10	-6	i	0.2	6%	1.4%	1%
CC(C)(Oc1ccc(Cl)cc1)C(=O)N1CCC(C(N)=O)CC1	0%	0.5	1467	i	35	0.2%	3	10	i	0.6	10%	2.3%	2%
CC(C)c1ccc(N(CC(=O)NC2CCCCC2)C(=O)CNC(=O)c2ccco2)cc1	5%	.	.	i	19	-0.6%	.	.	i	0.7	5%	0.9%	1%
Clc1ccc(NC2(c3nnnn3C3CCCCC3)CCCCC2)cc1	-7%	-0.2	1437	i	15	0.8%	-8	6	i	0.6	17%	2.5%	4%
OCCN(CCO)CC(O)COCCC12CC3CC(CC(C3)C1)C2 (stereo unspecified)	9%	0.1	1025	i	37	-0.2%	9	25	i	0.1	6%	-1.7%	7%
O=[N+]([O-])c1ccc(N2CCN(C(=S)Nc3ccccc3)CC2)cc1	-4%	-1.2	1133	i	25	-0.2%	-17	18	i	0.2	7%	4.7%	10%
CCOC(=O)C1=C(COC(=O)CNC(=O)c2cccc(C)c2)NC(=O)NC1C (stereo unspecified)	2%	.	.	i	25	.	.	.	i	0.8	11%	-2.1%	6%
CCN(CC(=O)NCc1cccnc1)S(=O)(=O)c1ccc(OC)cc1	7%	.	.	i	20	-0.1%	.	.	i	1.3	-4%	0.9%	9%
